# Screening results (PubChem)
# NPSR antagonist: antagonists of human neuropeptide S receptor cAMP signaling; Potency, µM (series often up to 38.3 µM), for inactives: top-dose activity change, negative = inhibition, actives largely listed as inhibitors; 1% of 220,000 active; AID 1461; Q6W5P4; CHO-NPSR cells, cAMP TR-FRET, antagonist mode; note: % is set by controls: 0 for no effect and ±100 for the full control effect; nearly all actives have a fitted effect of over 50% in size; many of its hits are not listed in these tables
# Target sequence (Q6W5P4 whole entry, looked up): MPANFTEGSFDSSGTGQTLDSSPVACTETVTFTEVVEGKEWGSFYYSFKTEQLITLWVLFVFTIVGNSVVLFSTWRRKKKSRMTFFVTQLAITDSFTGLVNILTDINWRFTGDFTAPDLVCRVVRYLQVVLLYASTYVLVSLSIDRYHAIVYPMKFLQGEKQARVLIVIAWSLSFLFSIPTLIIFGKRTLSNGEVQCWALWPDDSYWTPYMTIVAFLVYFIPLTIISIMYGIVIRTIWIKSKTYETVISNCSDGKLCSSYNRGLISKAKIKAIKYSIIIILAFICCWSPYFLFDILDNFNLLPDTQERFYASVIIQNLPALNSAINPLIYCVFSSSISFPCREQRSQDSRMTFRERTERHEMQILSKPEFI
# Epigenetic derep: derepresses silenced GFP reporter in murine cells; murine LDR cells, GFP reporter derepression, 30 h; Potency, µM (top dose mostly 53.9 µM), inactives show at the highest dose GFP activation, hits mostly activators; 0.2% of 280,000 active; note: % of control where 0% means no effect; nearly all actives have a fitted effect of over 60% in size
#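 Murine LDR cells bearing a silenced CMV-driven GFP reporter were exposed to compound for 30 h at 37 C. After PBS washes, GFP-positive cells (20-120 um objects) counted by laser-scanning microplate cytometry.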
# SMN2 splice up: SMN2 splice variant enhancement | 2.8% of 210,000 active | AID 1458 | HEK293 SMN2-luciferase splicing reporter, luminescence, 30-36 h | Potency, µM (highest dose often 46.1 µM), inactives show at the top dose activity change, positive = activation, hits mostly activators; note: % of control where 0% means no effect; nearly all actives have a fitted effect of over 55% in size
#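 qHTS luciferase splicing reporter: luminescence rises when SMN2 exon 7 is included in transfected HEK293 cells. Compound exposure lasted 30-36 h at 37C, with 4.5 mM final sodium butyrate as control, followed by a ONE-Glo read.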
# KinaseGlo FLuc: blocks Kinase-Glo luciferase, a counter-screen artifact. Q27757. Kinase-Glo luciferase, ATP luminescence, 8 min. Potency, µM (series often up to 38.3 µM), for the others: top-dose activity change, negative = inhibition, hits mostly inhibitors. AID 1379. 0.28% of 200,000 active; note: % is set by controls: 0 for no effect and ±100 for the full control effect; nearly all actives have a fitted effect of over 60% in size
#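 Substrate mix (final 50 mM imidazole pH 7.2, 50 mM KCl, 7 mM MgCl2, 10 uM ATP, 0.01% Tween 20, 0.05% BSA) plus pin-tool compound, then Kinase-Glo detection mix; 8 min ambient, luminescence read.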
# RECQ1 inh: blocks DNA unwinding by human RECQ1 | RECQ1 DNA unwinding, red fluorescence kinetic read | Potency, µM (highest dose often 57.3 µM), inactives show at the top dose activity, negative = inhibition, most hits filed as inhibitors | 0.54% of 240,000 active | AID 2549;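 note: plate controls were vehicle for no effect and no enzyme for full effect; nearly all actives have a fitted effect of over 30% in size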
#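 50 nM RECQ1T1 preincubated 15 min with compound in Tris pH 8.0 buffer with MgCl2, DTT, Tween-20 and 2.5 ug/ml poly(dI-dC); started with 200 nM TAMRA/BHQ-2 forked duplex and 2 mM ATP. Unwinding read as fluorescence (525/598 nm), two reads 2 h apart.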
# IMPase Li inh: IMPase inhibition in cells with lithium potentiation | CHO-M1 cells, IP1 TR-FRET (IP-One), carbachol + lithium | Potency, µM (top dose mostly 59.4 µM), for the others: top-dose activity, negative = IMPase inhibition, usual class: inhibitors | 0.35% of 210,000 active | AID 1457;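 note: IP1 builds up when IMPase is blocked and the TR-FRET signal falls; plate controls were basal vehicle for no effect and high inhibitor control for full effect; nearly all actives have a fitted effect of over 50% in size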
#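 Test compounds were applied to CHO-M1 cells previously cultured for 16–30 h at 2000 per well. A small lithium amount accompanied them; after 30 min at 37C, IP1 was quantified by TR-FRET.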
# GoLoco inh red: blocks human Gai1 binding to RGS12 GoLoco peptide, red readout | Potency, µM (highest dose often 61.6 µM), for inactives: top-dose activity, negative = inhibition, usual class: inhibitors | P63096 | 0.44% of 230,000 active | Gai1:RGS12 GoLoco peptide FP, rhodamine, 10 min | AID 880; active = well fitted inhibition curve with a large enough effect, not every such curve was filed as active; inactive = no such curve, though single readings can be large or run the other way; note: % is set by controls: 0 for no effect and ±100 for the full control effect; nearly all actives have a fitted effect of over 30% in size; many of its hits are not listed in these tables
# Target sequence (P63096 whole entry, looked up): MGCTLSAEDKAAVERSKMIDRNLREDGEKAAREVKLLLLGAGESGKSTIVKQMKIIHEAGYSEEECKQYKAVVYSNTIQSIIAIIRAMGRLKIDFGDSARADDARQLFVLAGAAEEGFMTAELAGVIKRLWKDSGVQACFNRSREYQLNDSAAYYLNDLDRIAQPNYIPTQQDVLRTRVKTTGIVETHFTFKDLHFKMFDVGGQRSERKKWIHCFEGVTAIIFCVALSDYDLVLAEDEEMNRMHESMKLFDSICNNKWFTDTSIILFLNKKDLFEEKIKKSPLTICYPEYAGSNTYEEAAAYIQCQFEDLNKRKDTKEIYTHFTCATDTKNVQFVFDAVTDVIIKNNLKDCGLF
# JMJD2E inh: JMJD2E (human) inhibition. B2RXH2. JMJD2E catalytic domain, FDH-coupled NADH fluorescence (FDH is formaldehyde dehydrogenase). Potency, µM (doses to about 57.1 µM), without a hit: at the top dose activity change, negative = inhibition, hits mostly inhibitors. 1.6% of 230,000 active. AID 2147; active = well fitted inhibition curve with a large enough effect, not every such curve was filed as active; inconclusive = small, poorly fitted or top-dose-only effect, or another doubt; inactive = no such curve, though single readings can be large or run the other way;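 note: 0% = wells with enzyme and -100% = buffer wells without enzyme; nearly all actives have a fitted effect of over 50% in size; many of its hits are not listed in these tables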
# Target sequence (B2RXH2 1-337 limits assumed): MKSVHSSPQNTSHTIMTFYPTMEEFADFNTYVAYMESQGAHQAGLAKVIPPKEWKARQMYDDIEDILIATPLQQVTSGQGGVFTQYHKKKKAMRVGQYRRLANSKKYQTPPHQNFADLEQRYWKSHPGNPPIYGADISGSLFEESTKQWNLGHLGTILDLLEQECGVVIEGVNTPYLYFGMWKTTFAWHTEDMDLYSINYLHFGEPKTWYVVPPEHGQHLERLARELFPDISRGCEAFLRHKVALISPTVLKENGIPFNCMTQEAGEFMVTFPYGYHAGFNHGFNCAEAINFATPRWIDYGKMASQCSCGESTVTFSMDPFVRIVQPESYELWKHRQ
# * marks the source's active call; other numbers are inactive results; i = inactive; ? = inconclusive; . = no result given; [ ] = remark or other dose. Unless noted, calls come from the whole dose curve; as a rule, active = well fitted curve in the direction sought with a large enough effect; inconclusive = small, poorly fitted or top-dose-only effect, or another doubt; inactive = no such curve, though single readings can be large; an effect the other way counts as inactive or inconclusive. Potency is the fitted concentration of half-maximal effect. A portion of the library; rates above refer to the full screens.
smiles	NPSR antagonist	Epigenetic derep	SMN2 splice up	KinaseGlo FLuc	RECQ1 inh	IMPase Li inh	GoLoco inh red	JMJD2E inh
COc1ccc(NC(=O)CC2SC(=Nc3ccccc3)NC2=O)cc1 (stereo unspecified)	-13%[46.1 µM]	0.0%	-8%	-5%	i	7%[38.3 µM]	-9%	5%
N=C1/C(=C\c2ccc(SCc3ccccc3)o2)C(=O)N=C2SC(CC(=O)N3CCOCC3)=NN12	-14%	3.1%	.	.	?	.	24%	?
Nc1sc2c(c1C(=O)NC1CCS(=O)(=O)C1)CCC2 (stereo unspecified)	-2%[46.1 µM]	0.0%	2%	0%	i	-4%[38.3 µM]	6%	-10%
COC(=O)c1c(-c2ccc(Br)cc2)csc1NC(=O)Cc1ccc(OC)c(OC)c1	?	-4.6%	-74%[inhibitor]	-6%	-21%	37%[activator][38.3 µM]	14%	-8%
CNCC(=O)NCC(=O)N[C@@H](Cc1ccccc1)C(=O)N[C@@H](CC(C)C)C(=O)O	.	1.1%	3%	.	i	-5%	8%	.
COc1cccc(-c2nnc(NC(=O)c3ccc(S(=O)(=O)N(CC(C)C)CC(C)C)cc3)o2)c1	-5%[46.1 µM]	-1.1%	-40%[inhibitor]	-3%	i	0%[38.3 µM]	-12%	4%
COc1cccc(N(C(=O)c2ccco2)C(C(=O)NC2CCCC2)c2ccc(N(C)C)cc2)c1 (stereo unspecified)	-12%[46.1 µM]	-2.2%	2%	7%	-3%	12%	-11%	7%
COc1cccc(NC(=O)CSc2ccc3nnc(-c4ccncc4)n3n2)c1	-3%[46.1 µM]	-0.2%	-8%	2%	-3%	?	5%	?
Clc1ccccc1CN1CCN(/N=C/C=C\c2ccco2)CC1	-27%	2.8%	20%	-1%	i	13%	7%	?
CCOC(=O)c1cnc2c(cnn2C)c1Cl	-1%	-0.3%	-12%	0%	-5%	6%	8%	-3%
CC(Sc1nnc(-c2ccccc2)c(-c2ccccc2)n1)C(=O)N1CCc2ccccc21 (stereo unspecified)	?	-0.9%	.	.	-1%	.	.	-1%
CC(CC(=O)NC1CCSC1=O)c1ccccc1 (stereo unspecified)	1%[46.1 µM]	0.0%	-6%	0%	i	30%[activator][38.3 µM]	2%	3%
Cc1cc(OCc2ccc(F)cc2)nc(-c2ccccc2O)n1	-26%[46.1 µM]	0.0%	-7%	2%	3%	14%[38.3 µM]	-2%	?
NC(=O)c1ccc[n+](Cc2cccc3ccccc23)c1	25%	0.0%	27%	-1%	1%	0%	77%[activator]	5%
COc1ccc(NC(=O)CC(Cc2ccccc2)C(=O)O)cc1 (stereo unspecified)	-6%[46.1 µM]	-1.0%	26%	2%	-4%	22%[38.3 µM]	0%	3%
CCn1c2ccccc2c2cc(NC(=O)CC(C)=O)ccc21	1%	-1.8%	9%	1%	0%	1%	14%	?
COC(=O)c1cc(NC(=O)CSC2=NCCS2)cc(C(=O)OC)c1	-14%	-0.3%	-10%	-1%	i	10%	20%	-17%
CCOc1cc(C2C3=C(CCCC3=O)N(CCC(=O)O)C3=C2C(=O)CCC3)ccc1OS(=O)(=O)c1ccc(C)cc1	2%	0.9%	-5%	3%	-10%	1%	1%	?
CCCCC(CC)C(=O)Nc1ccc(S(=O)(=O)Nc2nccs2)cc1 (stereo unspecified)	-7%	-1.8%	.	.	-14%	.	4%	-5%
CNC(=O)N(C1=NCC(C)S1)c1ccc(F)cc1F (stereo unspecified)	-11%[46.1 µM]	0.0%	-12%	0%	0%	25%[38.3 µM]	0%	5%
Cc1ccc(C2CC(C(F)F)n3ncc(C(=O)Nc4cnn(Cc5ccccc5C)c4)c3N2)cc1 (stereo unspecified)	?	0.0%	.	.	i	.	.	1%
COc1ccc(OC)c(CC(NC(C)=O)C(=O)NC2CCN(c3nc(OC)nc(OC)n3)CC2)c1 (stereo unspecified)	5%	-0.6%	0%	-1%	i	-5%	4%	11%
C=CCNC(=O)C1CC(=O)N(c2ccc(OCC(=O)Nc3ccc(Cl)c(C(F)(F)F)c3)cc2)C1 (stereo unspecified)	-5%[46.1 µM]	-1.0%	-23%	-1%	-6%	8%[38.3 µM]	-2%	3%
COc1ccc(N(CC(=O)Nc2ccc(S(=O)(=O)N3CCCC3)cc2)S(C)(=O)=O)cc1OC	-18%[46.1 µM]	0.0%	-3%	7%	-2%	5%	0%	-6%
CC1=C(C(=O)OCc2ccc3c(c2)OCO3)C(c2ccccc2OCc2ccccc2)NC(=O)N1 (stereo unspecified)	-14%[46.1 µM]	-0.9%	-24%	-1%	i	39%[activator][38.3 µM]	-8%	?
Nc1nc(N)c2cc(Sc3ccc4ccccc4c3)ccc2n1	?	1.1%	.	.	-17%	.	1%	?
O=C(Nc1cccc(-c2csc(Nc3cccc(C(F)(F)F)c3)n2)c1)c1cc([N+](=O)[O-])cc(C(F)(F)F)c1	-48%	-1.1%	.	.	-12%	.	5%	0%
CCCCCCn1c(SCCOC)nc2c1c(=O)[nH]c(=O)n2C	-6%	2.3%	.	.	i	.	7%	8%
Cc1ccc(CN2C(=O)CNC2=S)cc1	1%	-2.6%	-35%[inhibitor]	4%	-8%	0%	-5%	4%
O=C(Nc1cccn(Cc2c(Cl)cccc2Cl)c1=O)c1ccc(Cl)cc1Cl	?	-0.9%	-31%[inhibitor]	-6%	-3%	13%[38.3 µM]	3%	?
C[C@H]1Cc2c(-c3ccccc3)nc3c(c2CO1)CN(C(=O)Nc1cccc(C#N)c1)CC3	.	.	-4%[9.22 µM]	0%[7.66 µM]	?	10%	3%[14.2 µM]	9%[11.4 µM]
O=C(NCc1ccncc1)c1cc(-c2ccc(Cl)cc2)oc1C(F)(F)F	1%	-2.6%	.	.	-6%	.	2%	-3%
COc1ccccc1/C=C/C1(C(=O)NC2CCCC2)CC(=O)N1c1ccccc1 (stereo unspecified)	-24%	1.1%	.	.	0%	.	8%	?
O=C(CN(C(=O)C1COc2ccccc2O1)c1ccccc1)NCC1CCCO1 (stereo unspecified)	2%[46.1 µM]	2.0%	8%	0%	-1%	4%[38.3 µM]	0%	6%
Cc1ccc(OCCNC(=O)Cn2cnc3c(=O)n(C)c(=O)n(C)c32)cc1C	-2%[46.1 µM]	-1.0%	-15%	4%	-6%	10%	-5%	7%
Cc1cnc(NC(=O)Cn2cnc3c2c(=O)n(C)c(=O)n3C)s1	21%	-3.1%	.	.	10%	.	4%	4%
O=C(CC12CC3CC(CC(C3)C1)C2)NCC(c1ccc(F)cc1)N1CCOCC1 (stereo unspecified)	-16%	-1.6%	-20%	3%	-8%	5%	-6%	-10%
CN(Cc1ccsc1)C(=O)CCc1nnc(CCCc2ccccc2)o1	6%	-5.8%	.	-3%	-4%	12%	9%	-6%
CCOc1ccc(-c2c(C(=O)N/N=C/c3ccccc3)nnn2-c2nonc2N)cc1	-24%	3.9%	.	.	-5%	.	3%	16%
COc1ccc(Nc2nc(-c3cccs3)cs2)cc1	-3%[46.1 µM]	-1.1%	10µM*	-7%	-5%	-16%[38.3 µM]	4%	-8%
O=C(COC(=O)c1cccc(S(=O)(=O)N2CCOCC2)c1)Nc1ccc2c(c1)OCO2	-22%[46.1 µM]	0.7%	4%	9%	-8%	-8%[38.3 µM]	5%	-1%
O=S(=O)(O)[C@@H](CO)c1ccccc1 (tested in a mixture with another compound)	.	.	-6%[9.22 µM]	-6%[7.66 µM]	.	-10%	4%[14.2 µM]	.
Cc1ccc(Cl)cc1Nc1nc(-c2sc(NC(=O)C(C)(C)C)nc2C)cs1	-10%[46.1 µM]	-1.0%	127%	3%	-14%	5%[38.3 µM]	90%[activator]	-10%
Cc1ccc(N2C(=O)CC(N(O)C3CC(=O)N(c4ccc(C)cc4)C3=O)C2=O)cc1 (stereo unspecified)	-24%[46.1 µM]	-0.1%	17%	5%	-5%	-8%[38.3 µM]	125%[activator]	-6%
COC(=O)[C@@]1(Cc2ccc(OC)cc2)[C@H]2c3cc(C(=O)N(C)C)n(Cc4ccc(C)o4)c3C[C@H]2CN1C(=O)c1ccccc1	.	?	-2%	-6%	-14%	-1%	-27%	?
CCc1nc(SCC(=O)NNC(=O)C2CCCCC2)c2ccccc2n1	1%[46.1 µM]	-2.0%	9%	-3%	-1%	?	-31%	2%
Cc1ccc(C(=O)N/C(=C/c2cccc([N+](=O)[O-])c2)C(=O)NCC2CCCO2)cc1 (stereo unspecified)	1%	0.5%	9%	-2%	-1%	-2%	1%	4%
NS(=O)(=O)c1ccc(NC(=O)COC(=O)c2ccco2)cc1	9%	2.3%	9%	2%	i	0%	2%	-2%
COC(=O)CSC1=C(C#N)C(c2ccc(C)cc2)C2=C(CCCC2=O)N1 (stereo unspecified)	-7%[46.1 µM]	-2.9%	3%	-1%	-17%	6%[38.3 µM]	-17%	?
Cc1cc(C)cc(OCC(=O)N/N=C/c2ccco2)c1	6%	-2.1%	.	2%	-6%	0%	4%	-9%
O=c1cc(O)c2c(=O)n(-c3ccccc3)c3c(c2o1)CCCCCC3	-23%	1.3%	-5%	-2%	i	5%	5%	?
O=C(CC1C(=O)NCCN1C(=O)Nc1ccccc1)Nc1cccc(C(F)(F)F)c1 (stereo unspecified)	-11%[46.1 µM]	-2.1%	?	0%	i	7%[38.3 µM]	12%	8%
COc1ccc(CCNc2ncnc3cc(OC)c(OC)cc23)cc1OC	-11%	-1.3%	-51%[inhibitor]	2%	i	19%	15%	-19%
Cc1ccc(NC(=O)CC(O)(C(F)(F)F)C(F)(F)F)c(Br)c1	-6%[46.1 µM]	-2.1%	18%	-3%	0%	26%[38.3 µM]	14%	-1%
COc1ccc(NC(=O)CSc2nnc(Cn3cnc4ccccc43)o2)cc1	23%	1.6%	-12%	11%	-2%	-1%	4%	4%
O=C(O)CC1C(=O)NCCN1Cc1cccs1 (stereo unspecified)	25%	-5.5%	-21%	2%	-1%	2%	-1%	4%
